Screening results as filed in PubChem BioAssay.
A3G deaminase = APOBEC3G DNA deaminase inhibitors, primary screen, biochemical, fluorescence, single-stranded DNA substrate, uHTS; recombinant A3G, ssDNA deamination FAM/TAMRA fluorescence; DNA dC->dU-editing enzyme APOBEC-3G (Homo sapiens), Q9HC16; AID 493012, 2011; inhibition, % at 20 µM; 330,000 tested, 0.28% active;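 active = inhibition of at least 40% at 20 µM, with no more than 30% in the related APOBEC3A deaminase screen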;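 also: plate controls were DMSO wells with A3G for no effect and wells lacking A3G enzyme for full effect; some compounds called inactive have numbers as strong as hits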
Target sequence (Q9HC16 whole entry, looked up): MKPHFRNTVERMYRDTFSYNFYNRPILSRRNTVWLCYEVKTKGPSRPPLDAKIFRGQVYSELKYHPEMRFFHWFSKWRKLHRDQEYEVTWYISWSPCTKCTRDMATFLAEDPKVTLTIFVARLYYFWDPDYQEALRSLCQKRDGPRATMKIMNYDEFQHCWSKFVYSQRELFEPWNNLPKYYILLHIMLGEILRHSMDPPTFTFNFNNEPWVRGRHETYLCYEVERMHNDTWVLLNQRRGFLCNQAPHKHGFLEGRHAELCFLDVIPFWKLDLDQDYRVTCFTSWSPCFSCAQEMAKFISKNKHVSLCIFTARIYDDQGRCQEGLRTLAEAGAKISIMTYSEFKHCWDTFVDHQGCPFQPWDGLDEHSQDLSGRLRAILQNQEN
Gli-Sufu antag = Gli-Sufu pathway antagonists, primary screen, luciferase luminescence, Sufu-KO-LIGHT cells, uHTS | Sufu-KO-LIGHT fibroblasts, Gli luciferase reporter luminescence | inhibition, % at 5 µM | 340,000 tested, 0.74% active;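 active = inhibition above about 55%, limit read from the data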;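 also: 0% = DMSO-treated cells and 100% = wells with medium but no cells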
EBI2 block = EBI2 receptor antagonists, beta-arrestin recruitment, primary screen, cell-based, luminescence, 7a,25-OHC stimulation, uHTS; 7a,25-OHC stimulated; inhibition, % at 5 µM; 360,000 tested, 0.81% active; in the data active = inhibition above about 38%;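 also: enzyme fragment complementation signal reports receptor beta-arrestin coupling in cells; 0% = agonist plus DMSO wells and 100% = wells without agonist; some results beyond the cut were filed as inactive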
APOBEC3A inh = APOBEC3A ssDNA deaminase inhibitors, primary screen, selectivity assay for APOBEC3G inhibitor project, biochemical, FAM/TAMRA oligo cleavage fluorescence. recombinant A3A, FAM/TAMRA ssDNA deamination fluorescence. inhibition, % at 20 µM. 330,000 tested, 0.41% active;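 active = at least 40% inhibition at 20 µM here, with at most 30% in a related deaminase screen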;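 also: plate controls were A3A with DMSO for no effect and wells lacking A3A enzyme for full effect; some results filed as inactive read as strong as hits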
Target sequence (P31941 whole entry, looked up): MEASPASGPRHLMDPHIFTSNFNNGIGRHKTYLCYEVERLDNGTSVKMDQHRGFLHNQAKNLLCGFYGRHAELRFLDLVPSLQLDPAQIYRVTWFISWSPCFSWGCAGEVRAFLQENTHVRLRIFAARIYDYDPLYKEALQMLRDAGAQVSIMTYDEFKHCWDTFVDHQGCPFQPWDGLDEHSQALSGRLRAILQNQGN
NR3A LBD binder = binders of NR3A ligand-binding domain, primary screen, biophysical, differential scanning fluorimetry, uHTS | Glutamate receptor ionotropic, NMDA 3A (GRIN3A) ligand-binding domain | NR3A LBD differential scanning fluorimetry, Tm shift; 0% = protein alone, 100% = glycine-bound protein | Tm shift relative to glycine control, % at 25 µM | 340,000 tested, 2.5% active;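 active = melting temperature shift of at least 10% of the positive control shift, at one fixed dose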
CCR6 antag = CCR6 receptor antagonists, primary screen, cell-based, CHO-K1, luminescence, beta-arrestin, uHTS | CHO-K1 CCR6 PathHunter beta-arrestin, CCL20-stimulated | 340,000 tested, 0.49% active | AID 493098, 2011 | C-C chemokine receptor type 6 (Homo sapiens), P51684 | inhibition, % at 20 µM;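 active = compounds whose inhibition of the agonist-driven luminescence signal at 20 µM reaches about 50%, limit read from the data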;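 also: cells stimulated with CCL20 at 14 nM final; plate controls were DMSO with CCL20 for no effect and DMSO without agonist for full effect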
Target sequence (P51684 whole entry, looked up): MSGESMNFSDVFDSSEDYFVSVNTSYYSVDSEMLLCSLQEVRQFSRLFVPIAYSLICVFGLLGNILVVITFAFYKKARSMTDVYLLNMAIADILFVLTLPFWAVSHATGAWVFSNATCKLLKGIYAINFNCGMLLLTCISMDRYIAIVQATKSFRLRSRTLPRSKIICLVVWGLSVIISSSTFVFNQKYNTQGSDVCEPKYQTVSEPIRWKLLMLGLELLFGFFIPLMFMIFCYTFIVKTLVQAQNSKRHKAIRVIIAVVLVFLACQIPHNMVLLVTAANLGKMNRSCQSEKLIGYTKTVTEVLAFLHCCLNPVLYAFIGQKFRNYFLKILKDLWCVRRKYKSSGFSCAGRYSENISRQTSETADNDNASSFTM
CXCR6 inh = CXCR6 receptor inhibitors, primary screen, cell-based, beta-arrestin, luminescence, CHO-K1 PathHunter, 1536-well | C-X-C chemokine receptor type 6 (Homo sapiens), O00574 | inhibition, % at 20 µM | 360,000 tested, 0.36% active | AID 602244, 2012; in the data active = inhibition above about 34%, passing the limit was not always enough;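 also: antagonist mode with CXCL16 agonist at 10 nM final; 0% = 10 nM CXCL16 with DMSO and 100% = unstimulated wells without agonist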
MPTP inh = mitochondrial permeability transition pore inhibitors, primary screen, biochemical, isolated mouse mitochondria, absorbance | Ca2+ swelling absorbance, 30 min | inhibition, % at 10 µM | 360,000 tested, 1.4% active | AID 602449, 2012;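 active = inhibition of 50% or more, scaled per plate between neutral and stimulator controls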;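 also: 0% = DMSO wells given calcium and 100% = 1 mM EGTA wells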
Active calls of the source: *; nt = not tested or not shown.

SMILES	A3G deaminase	Gli-Sufu antag	EBI2 block	APOBEC3A inh	NR3A LBD binder	CCR6 antag	CXCR6 inh	MPTP inh
CCCCc1cn(C[C@H]2CC[C@@H]([C@@H]3CC[C@H](Cn4cc(CCCC)nn4)O3)O2)nn1	6	0	0	3	-1	2	-1	-2.4
C=CCn1c(C(C)NC(=O)CC)nc2ccccc21 (stereo not given)	-7	0	-24	-4	nt	2	6	0.9
CC(=O)N1c2c(cc(Br)cc2S(=O)(=O)N2CCCCC2)CC1C (stereo not given)	-5	14	7	-2	0	12	-7	0.4
CCN(CC)C(=O)C[n+]1cccc(C(N)=O)c1	-5	-7	-7	-1	-2	0	-4	-0.1
Cc1ccc(CSc2nccc(-c3c(C)nc4ccccn34)n2)cc1	-12	nt	14	-4	-1	10	5	61*
CCOC(=O)C1(Cc2cccc(F)c2)CCN(C(=O)Cn2cnnn2)CC1	-8	4	-9	1	0	5	-12	0.3
O=C(Cc1ccc(F)cc1)NCCS(=O)(=O)N1CCN(c2ccccc2)CC1	-11	97*	-3	-2	2	-5	-7	-0.4
O=c1[nH]nc(Cc2ccccn2)c2ccccc12	-7	-3	-2	0	1	-10	0	-0.5
O=C(c1ccccn1)N(Cc1ccco1)C1(C(=O)NC2CCCCC2)CCCCC1	-1	8	-12	-2	-1	0	8	-0.7
Cc1nn(Cc2noc(C(=O)NCc3ccc4c(c3)OCO4)n2)c(C)c1Br	-7	16	0	6	0	15	1	-1.2
COc1ccc(C2c3ccc(O)cc3Oc3ncn(CCCO)c(=N)c32)cc1 (stereo not given)	0	1	1	8	0	4	5	0.7
CCc1cccc(NC(=O)CCC(=O)N2CCSc3ccccc32)c1	-2	14	8	-2	0	16	7	0.3
Nc1ccc(OCc2ccccc2)cc1[N+](=O)[O-]	nt	-32	-3	nt	-4	32	9	1.6
COc1ccc(NC(=S)NNC(=O)C(C)n2nc(C)c([N+](=O)[O-])c2C)cc1 (stereo not given)	-5	13	-3	0	-1	3	4	1.6
Cc1nc2ccc(N3C(=O)CCC3=O)cc2[nH]1	-1	6	-9	3	-1	-12	-10	-2.2
Cc1cccc(C)c1NC(=O)Nc1ccc2c(c1)OCO2	-3	-12	-5	2	0	20	-3	2.1
S=C(NCCc1ccccc1)NC1CC2CCC(C1)N2Cc1ccccc1 (stereo not given)	-3	31	-7	0	-3	18	4	28
O=C(Nc1cc(Cl)ccc1C(=O)O)c1ccc(CN2C(=O)c3ccccc3C2=O)cc1	nt	-10	-5	nt	13*	14	4	2.5
CC(Sc1n[nH]c(-c2ccccc2F)n1)C(=O)Nc1ccc(S(N)(=O)=O)cc1 (stereo not given)	2	-10	-3	3	1	-3	3	-0.8
CC(=O)Oc1cc2oc(=O)cc(C)c2cc1Cl	1	-3	-1	3	-2	-17	4	-0.3

Sorted by the number under EBI2 block (low to high): five of the compounds above
smiles | EBI2 block
CCOC(=O)C1(Cc2cccc(F)c2)CCN(C(=O)Cn2cnnn2)CC1 | -9
CCN(CC)C(=O)C[n+]1cccc(C(N)=O)c1 | -7
COc1ccc(NC(=S)NNC(=O)C(C)n2nc(C)c([N+](=O)[O-])c2C)cc1 (stereo not given) | -3
COc1ccc(C2c3ccc(O)cc3Oc3ncn(CCCO)c(=N)c32)cc1 (stereo not given) | 1
CCc1cccc(NC(=O)CCC(=O)N2CCSc3ccccc32)c1 | 8

(further entries)
SMILES	A3G deaminase	Gli-Sufu antag	EBI2 block	APOBEC3A inh	NR3A LBD binder	CCR6 antag	CXCR6 inh	MPTP inh
NC(=O)CSc1nnc(Cc2csc(Nc3ccccc3)n2)n1Cc1ccccc1	-5	-1	-2	-2	-2	-8	3	0.8
Cc1ccc(OCCOC(=O)Nc2ccccc2)cc1	-7	-15	7	-6	-18	12	0	0.0
CCOC(=O)c1sc(NC(=O)c2ccc(S(=O)(=O)N(C)C)cc2)cc1C	-7	12	14	6	4	19	1	33
Cc1ccc(-c2nc3ccccc3s2)cc1NC(=S)NC(=O)c1ccccc1	0	-3	-5	0	0	27	16	1.8
Cc1ccc2sc(N(CCN(C)C)C(=O)/C=C/c3cccs3)nc2c1C	36	6	-9	1	-8	5	-3	10
CC(=O)Nc1ccc(S(=O)(=O)NC(C)C(=O)NCC(c2ccco2)N2CCCCC2)cc1 (stereo not given)	-7	-1	2	-4	3	9	-1	1.2
CCOc1ccc(CCNC(=O)CCC(=O)N2CCOc3ccc(C)cc32)cc1OCC	1	-2	-16	2	4	0	2	-2.1
COC(=O)c1c(NC(=O)CN2CCN(c3ccccc3OC)CC2)c2cc(C)ccc2n1C	-4	6	14	0	2	2	5	1.1
O=C(NCc1ccccc1F)C1CCCN1S(=O)(=O)c1ccc(F)cc1 (stereo not given)	-1	-31	-7	-1	1	6	3	0.5
CC/C(=C\C(=O)c1cccnc1)Nc1ccc(C)c(C)c1	26	3	-2	1	0	15	2	4.1
Cc1ccccc1/C=C1\Sc2ccc(C(=O)N3CCN(c4ccccn4)CC3)cc2N(C)C1=O	-10	18	7	-6	3	12	12	-0.5
CCOC(=O)c1c(-c2ccc(OC)cc2)csc1NC(=O)CSc1ccccc1	-2	-2	14	-1	1	14	4	0.5
Cc1ccc(NC(=O)CN2C(=O)S/C(=C\c3cccn3-c3cccc(C(=O)O)c3)C2=O)cc1C	0	8	-2	13	-4	5	3	0.8
CC1=N/C(=C/c2cc(Br)cc(Br)c2O)C(=O)O1	3	3	3	1	-2	-9	10	2.8
Cc1cc(C)n(-c2nc3ccccc3nc2N2CCN(S(=O)(=O)c3cccc(C#N)c3)CC2)n1	-10	26	2	-4	3	13	-2	0.5
CN(C(=O)Cn1nnc2ccccc2c1=O)C1CCCCC1	-5	-10	-3	1	-2	7	-6	-0.1
CCCCn1c(N)c(N(CC(C)C)C(=O)C2CC(=O)N(Cc3ccccc3)C2)c(=O)[nH]c1=O (stereo not given)	-6	-9	3	13	-2	-2	1	0.1
O=C(CSc1nnc(NC(=O)C2CC2)s1)Nc1ccccc1C(F)(F)F	-10	3	4	-3	-2	-8	-8	-1.1
CC(=O)NS(=O)(=O)c1ccc(NC(=O)C(C)NS(=O)(=O)/C=C/c2ccccc2)cc1 (stereo not given)	-6	-1	-4	-2	-1	3	-3	-0.5
O=C(CC1SC(N2CCCC2)=NC1=O)Nc1ccc(C(=O)NCCc2ccc(F)cc2)cc1 (stereo not given)	-6	-5	-2	0	0	-4	0	-0.9
C/C(=N/NC(=O)c1cccs1)c1ccc(N2CCOCC2)cc1	-3	-27	-5	3	-3	-11	-8	-1.1
CCOC(=O)c1cn[nH]c1NC(=S)Nc1ccc(OC)cc1	-4	-93	4	2	-11	1	-14	5.7
O=c1cc(-c2ccccc2)nc(SCc2ccccc2)[nH]1	-8	4	-5	-5	5	-18	2	1.8
CCCc1cc(=O)oc2cc(OCC(=O)NCCCn3ccnc3)c(Cl)cc12	-3	13	-3	-4	1	-5	2	-1.9
CC(/C=C/c1ccc(Cl)o1)=C\C(=O)O	5	-20	-7	17	1	4	8	1.2
CN1C(=O)N(CC(=O)N2CCN(S(=O)(=O)c3ccc4c(c3)CCC4)CC2)C(=O)C12CCCCC2	-1	-3	5	-1	1	16	1	0.0
CC(Oc1ccccc1F)C(=O)NNC(=O)c1ccc(F)c(S(=O)(=O)N2CCOCC2)c1 (stereo not given)	-1	-9	1	0	1	8	12	0.7
CC1CC(C)CN(C(=O)COC(=O)c2cncc(Br)c2)C1 (stereo not given)	-8	1	-6	-6	2	11	-6	0.3
Cc1cccc(NC(=O)CC2c3ccccc3Oc3ccccc32)c1	-2	-4	2	-5	1	11	2	-1.1
O=C(c1ccc(Cl)c(S(=O)(=O)N2CCCC2)c1)N1CCN(c2ccccn2)CC1	-8	0	-2	-6	1	11	-4	-3.5
COc1ccc(Cn2c(=O)[nH]c3cc(C(=O)N4CCN(c5ccc(OC)cc5)CC4)ccc3c2=O)cc1	-12	10	-4	-8	-2	-14	-5	0.7
O=C(CNC(=O)c1ccc(Cl)cc1)OC1CCOC1=O (stereo not given)	-1	-3	-14	-1	1	-4	-15	-0.2
CCCCn1c(N)c(N(CCC(C)C)C(=O)c2cccc(N3C(=O)c4ccccc4C3=O)c2)c(=O)[nH]c1=O	nt	0	-2	nt	1	1	-8	-1.2
NC(=O)C1CC(=O)N(c2ccc(OCC(=O)Nc3ccc(Cl)cc3)cc2)C1 (stereo not given)	-8	3	-7	1	0	2	-6	-0.1
O=C(COC(=O)c1cc(Br)ccc1O)NNC(=O)c1cccs1	-3	-2	-9	-2	1	-29	-1	0.1
O=C1CCN(Cc2ccccc2)C=C1c1ccc(Br)cc1	-9	-1	84*	-4	-10	22	-8	1.8
Cc1c(C(=O)NCc2c(F)cc(F)cc2F)oc2ccc(S(=O)(=O)N3CCOCC3)cc12	-6	4	-12	0	-1	-12	-6	-0.2
CCC(C)NC(=O)CCS(=O)(=O)c1ccc(Br)s1 (stereo not given)	-3	0	2	-1	2	3	-1	0.0
CC(C)c1ccc(CNc2cc(N3CCCC3)ccc2[N+](=O)[O-])cc1	-7	4	34	-7	-1	27	17	5.3
Cc1ccc(-c2nnc(Sc3nc4ccccc4o3)c3ccccc23)cc1	-6	3	11	-6	-1	27	11	-0.3
COc1ccc(C(C(=O)NC(C)(C)C)N(C(=O)Cn2nnc3ccccc32)c2cccc(C(C)=O)c2)cc1O (stereo not given)	1	7	1	6	-3	3	3	0.6
CN(c1ccc(C(=O)Nc2cccc(O)c2)cc1)S(=O)(=O)c1ccccc1	-7	7	18	-6	-8	25	3	-0.8
COc1ccc(CNCCNC(=O)c2nonc2N)cc1OC	-6	-6	-5	-1	-3	9	1	-0.5
CCCN(c1ccc(C(C)C)cc1)S(=O)(=O)c1c(C)[nH]c(=O)[nH]c1=O	0	6	-2	2	-1	-10	-4	0.0
CC(C)Oc1ccc(CCC(=O)NNC(=S)NCc2ccccc2)cc1	-8	-10	-1	-12	-2	11	2	1.7
OC1COC(OCc2ccccc2)C(O)C1O (stereo not given)	0	1	3	-5	-1	8	20	0.2
Cc1c(C(=O)N2CCCC2)sc(NC(=O)c2cccs2)c1C#N	-5	6	-2	-3	-1	13	6	1.4
Cc1nc2sc(C(c3cccc(F)c3)N3CC(C)OC(C)C3)c(O)n2n1 (stereo not given)	-8	9	6	-9	-1	0	8	2.2
Cc1ccc(CN2CCN(/N=C/c3ccc(C(F)(F)F)cc3)CC2)cc1	-4	5	2	-1	3	-1	-9	3.1
CCn1c(C)cc(=S)c2ccccc21	4	39	-1	-3	0	17	10	1.3
CC(=O)Nc1ccc(NC(=O)c2ccc3c(c2)CCN3S(C)(=O)=O)cc1	8	2	4	2	-4	9	-6	-0.4
O=C(/C=C/c1ccccc1)Nn1cnc2ccccc2c1=O	-6	0	0	-5	0	8	0	1.0
COCCNC(=O)Cn1cnc2sc(C)c(S(=O)(=O)N3CCN(c4ccccc4OC)CC3)c2c1=O	-6	26	-3	-2	-2	1	-3	-0.8
CC(C)(C)OC(=O)NCCc1nnc(SCC(=O)c2ccc(Cl)cc2)o1	0	-2	0	2	1	-1	-6	10

Part of the list above, field by field:
Structure: COCCNC(=O)Cn1cnc2sc(C)c(S(=O)(=O)N3CCN(c4ccccc4OC)CC3)c2c1=O
  A3G deaminase: -6; Gli-Sufu antag: 26; EBI2 block: -3; APOBEC3A inh: -2; NR3A LBD binder: -2; CCR6 antag: 1; CXCR6 inh: -3; MPTP inh: -0.8

Structure: CC(C)(C)OC(=O)NCCc1nnc(SCC(=O)c2ccc(Cl)cc2)o1
  A3G deaminase: 0; Gli-Sufu antag: -2; EBI2 block: 0; APOBEC3A inh: 2; NR3A LBD binder: 1; CCR6 antag: -1; CXCR6 inh: -6; MPTP inh: 10
